Screening data: PubChem, The Scripps Research Institute Molecular Screening Center
CHRM5 antagonist: CHRM5 antagonism in calcium assay; P08912; CHO-hM5 cells, Fluo-8 calcium fluorescence, ACh EC80; inhibition, % at 3 µM; 360,000 tested, 0.59% active; AID 624040;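 active = inhibition above a per-plate cutoff, the mean of that plate's test compounds plus 3 SD, cut at about 27% in these data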;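 also: 0% = acetylcholine EC80 with DMSO and 100% = DMSO without agonist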
Target sequence (P08912 whole entry, looked up): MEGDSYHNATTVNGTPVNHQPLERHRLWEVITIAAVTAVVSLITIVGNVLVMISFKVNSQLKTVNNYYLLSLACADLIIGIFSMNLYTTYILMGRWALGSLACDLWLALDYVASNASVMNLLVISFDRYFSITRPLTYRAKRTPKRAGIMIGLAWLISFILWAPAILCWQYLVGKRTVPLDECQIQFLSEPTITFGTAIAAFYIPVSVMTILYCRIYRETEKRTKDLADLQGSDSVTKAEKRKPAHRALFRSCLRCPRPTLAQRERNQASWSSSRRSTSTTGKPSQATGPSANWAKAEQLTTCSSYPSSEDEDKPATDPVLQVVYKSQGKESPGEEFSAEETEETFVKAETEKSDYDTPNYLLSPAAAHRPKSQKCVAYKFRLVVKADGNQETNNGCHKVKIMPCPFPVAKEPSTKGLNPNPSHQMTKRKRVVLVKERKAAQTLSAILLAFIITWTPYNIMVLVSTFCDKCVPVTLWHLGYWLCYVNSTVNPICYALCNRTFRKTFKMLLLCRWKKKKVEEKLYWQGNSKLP
CHO-K1 Ca ag: nonselective activator or artifact in parental CHO-K1 cells; Fluo-8 calcium fluorescence; scaled to maximal ATP response, vehicle zero; activation, % at 3 µM; 360,000 tested, 0.48% active; AID 602248; in the data active = activation above about 15%;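 also: untransfected CHO-K1 host cells lacking M1 receptor as counterscreen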
M4 ag: agonists of human muscarinic M4 receptor (CHRM4) | P08173 | CHO-K1 hM4/Gqi5, Fluo-8 calcium fluorescence; vehicle 0%, full acetylcholine response 100% | activation, % at 3 µM | 360,000 tested, 0.14% active | AID 624127;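 active = activation above the run mean over all test wells plus 3 SD, cut at about 32% in these data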;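 also: peak over basal fluorescence ratio per well then scaled between controls; 0% = DMSO wells and 100% = acetylcholine at EC100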
Target sequence (P08173 whole entry, looked up): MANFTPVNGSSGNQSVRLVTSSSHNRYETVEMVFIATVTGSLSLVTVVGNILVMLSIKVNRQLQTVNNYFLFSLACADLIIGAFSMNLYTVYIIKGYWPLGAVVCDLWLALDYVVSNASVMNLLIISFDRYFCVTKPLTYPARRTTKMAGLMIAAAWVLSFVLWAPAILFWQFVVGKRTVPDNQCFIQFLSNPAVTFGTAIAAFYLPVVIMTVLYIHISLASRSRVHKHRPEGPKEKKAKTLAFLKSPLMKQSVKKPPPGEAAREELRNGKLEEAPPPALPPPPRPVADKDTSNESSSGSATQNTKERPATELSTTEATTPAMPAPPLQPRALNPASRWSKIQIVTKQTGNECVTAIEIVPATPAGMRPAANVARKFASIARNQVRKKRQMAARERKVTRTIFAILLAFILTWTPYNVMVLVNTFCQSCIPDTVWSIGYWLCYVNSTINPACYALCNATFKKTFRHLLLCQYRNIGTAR
M5 PAM: potentiates acetylcholine response at human M5 receptor; CHO-K1 hM5, Fluo-8 calcium, ACh EC20 PAM; 0% = ACh EC20, 100% = ACh EC100; 360,000 tested, 0.3% active; activation, % at 3 µM; P08912;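 active = activation above the run cutoff, the mean activation of all test compounds plus 3 SD, cut at about 18% in these data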
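system = human M5 receptor in CHO-K1 cells | reagent = EC20 acetylcholine as agonist stimulus | compound dosing = single-point, 3 µM nominal | incubation = Fluo-8 loading 80 min at 37 °C plus 30 min room temperature | detection = Fluo-8 calcium dye fluorescence, kinetic read | benchmarks = low control EC20 acetylcholine (0%), high control EC100 acetylcholine (100%)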
M1 PAM parental: counter-screen for M1 PAMs: effect in parental CHO-K1 cells; activation, % at 3 µM; 360,000 tested, 0.02% active; AID 602247; ATP EC20, Fluo-8 calcium fluorescence; 0% at ATP EC20, 100% at ATP max;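 active = activation above the run cutoff, the mean activation of all test compounds plus 3 SD, cut at about 40% in these data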;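 also: peak over basal fluorescence ratio in a 140 s read after ATP addition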
CHRM4 PAM: potentiates acetylcholine response at human M4 receptor | P08173 | CHO-K1 hM4/Gqi5, Fluo-8 calcium fluorescence, ACh EC20; 0% = ACh EC20, 100% = maximal ACh | activation, % at 3 µM | 360,000 tested, 0.4% active | AID 624126;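 active = activation above its plate's cutoff, the mean activation of sample wells plus 3 SD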; also: some results filed as inactive read as strong as hits
CHRM4 antagonist: blocks acetylcholine activation of human M4 receptor | CHO-hM4 cells, ACh EC80, Fluo-8 calcium fluorescence | AID 624125 | 360,000 tested, 0.73% active | inhibition, % at 3 µM;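 active = inhibition above its plate's cutoff, the mean inhibition of sample wells plus 3 SD, cut at about 27% in these data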;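 also: 0% = acetylcholine EC80 with DMSO and 100% = DMSO without agonist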
M5 ag: agonists of human muscarinic M5 receptor (CHRM5); P08912; CHO-K1 hM5 cells, Fluo-8 calcium fluorescence; 0% DMSO wells, 100% maximal acetylcholine response; activation, % at 3 µM; 360,000 tested, 0.19% active; AID 624037;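 active = activation above the run's mean over test compounds plus 3 SD, cut at about 23% in these data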;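 also: signal is peak over basal fluorescence ratio across the kinetic read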
CHO-K1 Ca antag: M1 antagonist counterscreen hit in parental CHO-K1 cells; ATP-induced calcium, Fluo-8 fluorescence; inhibition, % at 3 µM; 360,000 tested, 0.6% active; AID 602250;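 active = inhibition above a per-plate cutoff, the plate's mean sample inhibition plus 3 SD, cut at about 24% in these data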;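 also: 0% = DMSO plus EC80 ATP and 100% = DMSO alone without ATP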
The depositor's hits bear a star; / = no result given.

1	CCCOc1ccc(N2C(=O)CC(SC(=NCC)Nc3cccc(F)c3)C2=O)cc1 (stereo unspecified)
2	O=C(O)c1ccc(CN2C(=O)c3ccccc3S2(=O)=O)cc1
3	CCOc1ccc(NC(=O)CNc2cccc(S(=O)(=O)N3CCCCCC3)c2)cc1OCC
4	Oc1ccc(N2CCN(Cc3ccc(OCCCN4CCCCC4)cc3)CC2)cc1
5	O=C(COC(=O)CCC(=O)c1ccc(F)cc1)Nc1ccccc1
6	Cn1cc(C=C2C(=O)CC(C)(C)CC2=O)c2ccccc21
7	CC(C)n1ncc2c(C(=O)Nc3cccc(S(=O)(=O)N(C)C)c3)cc(C3CC3)nc21
8	COc1ccc(-c2cc(C(=O)Nc3ccccc3)on2)cc1

assay / compound,1,2,3,4,5,6,7,8
CHRM5 antagonist,1,8,6,3,3,1,11,2
CHO-K1 Ca ag,0.9,0.3,12,4.6,1.5,-0.2,2.0,2.3
M4 ag,2,0,13,19,3,1,10,2
M5 PAM,7,1,-15,-16,12,1,-15,5
M1 PAM parental,16,8,-8,-1,21,4,13,-11
CHRM4 PAM,0,-7,-2,-16,13,-3,-2,0
CHRM4 antagonist,-4,-6,1,-2,-6,1,11,-14
M5 ag,-4,1,5,-3,5,-2,3,-5
CHO-K1 Ca antag,-16,-2,-10,9,-18,4,12,-10

9	Cc1ccc(S(=O)(=O)NCCC(=O)N2CCC(C)CC2)cc1
10	CCCn1cnnc1CNC(=O)C1CCC(=O)N(CCCc2ccccc2)C1 (stereo unspecified)
11	O=C(Nc1ccc(NC(=O)c2ccc(Cl)cc2Cl)cc1)c1ccc2c(c1)OCO2
12	CCN(CC)S(=O)(=O)c1cc(C(=O)n2cccn2)c(Cl)cc1Cl
13	O=C(NCc1ccccc1Br)c1cccc2c1C(=O)c1ccc(-c3ccc(OC(F)(F)F)cc3)cc1S2(=O)=O
14	CC(C)CN(CCCNC(=O)CN1C(=O)COc2ccc(S(=O)(=O)N3CCCCCC3)cc21)CC(C)C
15	C/C(=N/NC(=O)c1ccc(C(C)(C)C)cc1)c1cccnc1
16	Cc1ccc(COC(=O)CCN=C2NS(=O)(=O)c3ccccc32)cc1

assay / compound,9,10,11,12,13,14,15,16
CHRM5 antagonist,7,13,6,-7,1,-11,5,4
CHO-K1 Ca ag,0.1,0.2,0.3,-0.1,0.9,-1.7,0.3,1.6
M4 ag,1,1,1,0,2,0,0,1
M5 PAM,0,-6,1,3,1,3,3,1
M1 PAM parental,22,-6,-3,11,-5,-1,7,5
CHRM4 PAM,9,-1,0,-3,9,-4,2,-4
CHRM4 antagonist,1,-4,2,-11,-6,-13,2,-7
M5 ag,4,-3,-3,0,2,-8,-4,-3
CHO-K1 Ca antag,-16,-14,-7,-8,-4,18,-3,-5

17	CN1OC[C@@H]2CN(Cc3ccccc3)[C@H](c3cccc(Oc4ccccc4)c3)C[C@@H]21
18	CCOC(=O)c1ccc(NC(=O)Cn2ncc(Cl)c(Cl)c2=O)cc1
19	N/C(=N\OC(=O)COc1ccc(Cl)cc1)c1ccc(Cl)cc1
20	CN(Cc1ccccc1)C(=O)c1cccc(NC(=O)Cc2ccc([N+](=O)[O-])cc2)c1
21	COc1ccc(-c2coc3c(C(=O)NC4CCCCC4)cccc23)c(C)c1
22	CSc1nc2ccccc2c(=O)n1C1CCOC(C)(C)C1 (stereo unspecified)
23	Cc1ccc(S(=O)(=O)N2CCN(C(=O)CCC(=O)NCCc3ccc(F)cc3)CC2)cc1
24	Oc1ccc(C=Nc2cccc3ncccc23)c(O)c1

assay / compound,17,18,19,20,21,22,23,24
CHRM5 antagonist,-2,11,-3,25,3,3,-1,-2
CHO-K1 Ca ag,0.1,-0.4,0.7,10,0.5,0.7,0.5,0.3
M4 ag,-1,1,0,18,0,0,0,2
M5 PAM,-5,-11,10,-16,-5,-2,9,15
M1 PAM parental,15,3,23,-5,-10,19,22,-6
CHRM4 PAM,-4,-9,0,-10,-4,-1,-8,6
CHRM4 antagonist,-11,18,4,8,2,-2,11,-2
M5 ag,-1,-3,-1,-4,0,-1,-1,-1
CHO-K1 Ca antag,-19,0,-7,-5,7,-25,-5,-5

25	Cc1ccc2c(=O)oc(N(C)C)nc2c1
26	COc1ccccc1CNC(=O)CNC(=O)Cn1cnc2ccccc2c1=O
27	Cc1ccc(-n2nnnc2SCC(=O)Nc2cccc(NC(=O)c3ccco3)c2)cc1C
28	COc1ccc(OC)c(-n2cnnn2)c1
29	CC1CCN(c2ccc3c(c2)S(=O)(=O)c2ccccc2C3=O)CC1
30	COc1cccc(/C=N/NC(=O)NC2CCCCC2)c1O
31	Cc1cc(C)c(NC(=O)CSc2nnc(CNC(=O)c3c(F)cccc3Cl)o2)c(C)c1
32	COc1cccc(CNC(=O)C2CCN(S(=O)(=O)c3ccc4c(c3)CC(C)N4C(C)=O)CC2)c1 (stereo unspecified)

assay / compound,25,26,27,28,29,30,31,32
CHRM5 antagonist,4,4,-1,0,14,6,8,4
CHO-K1 Ca ag,-0.3,6.4,4.1,-0.3,4.9,1.3,2.6,3.9
M4 ag,/,0,10,0,8,1,2,3
M5 PAM,-1,-1,-32,-4,-21,1,-5,-4
M1 PAM parental,16,14,18,-8,-11,0,21,-13
CHRM4 PAM,9,0,-8,4,2,-3,-2,6
CHRM4 antagonist,-10,0,4,11,-13,16,2,-5
M5 ag,-2,1,3,1,16,3,-4,-2
CHO-K1 Ca antag,-1,4,-1,16,-3,-3,-12,-5

33	Nc1ccc(C(=O)OCc2nc3c(ccc4ccccc43)[nH]2)cc1
34	Cc1ccc2oc(/N=C(\N)NC(=O)C3CC3)nc2c1
35	COc1cc(COCC(O)CN2CCN(CCN3C(=O)c4cccc5cccc(c45)C3=O)CC2)cc(OC)c1OC (stereo unspecified)
36	COc1ccc(C(=O)Nc2ccccc2N2CCCCC2)cc1[N+](=O)[O-]
37	CCN(CC)S(=O)(=O)c1cc(C(=O)OCC(=O)Nc2c(F)cccc2F)ccc1F
38	CNC(=S)N(C)[C@H]1c2c(ccc3ccccc23)OC[C@H]1CO
39	C=CCNC(=O)c1ccc(NC(=O)C2=CSCCO2)cc1
40	Cc1cc(/C=N/n2cnnc2)c(O)c([N+](=O)[O-])c1

assay / compound,33,34,35,36,37,38,39,40
CHRM5 antagonist,5,-3,-18,-6,8,10,1,3
CHO-K1 Ca ag,1.3,2.2,3.9,-0.3,6.3,4.5,5.3,0.1
M4 ag,8,0,1,1,7,13,5,1
M5 PAM,-14,7,-1,4,-7,-12,-4,-1
M1 PAM parental,5,28,14,-7,15,15,10,10
CHRM4 PAM,-1,1,0,10,-5,-9,0,0
CHRM4 antagonist,1,-10,-14,-16,-7,-4,-1,4
M5 ag,-5,2,-8,-1,2,1,-3,-1
CHO-K1 Ca antag,-4,-12,-9,8,1,-2,7,1

41	COc1ccc(S(=O)(=O)NC2CCCC2)cc1C(N)=O
42	CCOC(=O)Nc1nnc(-c2cccc(OC)c2)s1
43	CCCN1CCN(C(=O)c2c(Cl)cnn2C)CC1
44	Cc1ccc(S(=O)(=O)Nc2ccc(NC(=O)c3c(F)c(F)c(F)c(F)c3F)cc2)cc1
45	Cc1ccc(OCC(=O)Nc2ccc3c(c2)nc2n3CCOC2)cc1
46	Cc1cc(=O)[nH]c(SCn2nnc3ccccc3c2=O)n1
47	O=C(Nc1ccccn1)C1CCN(S(=O)(=O)c2cccs2)CC1
48	NC(=O)CC(NC(=O)c1ccccc1)c1ccc(N2CCN(c3ccc(F)cc3)CC2)c([N+](=O)[O-])c1 (stereo unspecified)

assay / compound,41,42,43,44,45,46,47,48
CHRM5 antagonist,4,-6,-3,-3,-4,11,13,14
CHO-K1 Ca ag,0.2,0.4,0.5,15,0.9,4.0,0.9,-0.2
M4 ag,1,2,1,30,2,1,3,3
M5 PAM,-5,-1,-3,-6,3,-3,-5,0
M1 PAM parental,13,12,-4,15,-2,10,7,6
CHRM4 PAM,-4,-3,11,-21,1,4,2,6
CHRM4 antagonist,12,2,-10,7,-3,6,5,2
M5 ag,0,1,-5,20,-1,-2,3,-3
CHO-K1 Ca antag,2,0,-9,-7,3,-9,-8,-7

Whole records from above. Order of values: CHRM5 antagonist, CHO-K1 Ca ag, M4 ag, M5 PAM, M1 PAM parental, CHRM4 PAM, CHRM4 antagonist, M5 ag, CHO-K1 Ca antag
O=C(Nc1ccccn1)C1CCN(S(=O)(=O)c2cccs2)CC1 is listed with 13, 0.9, 3, -5, 7, 2, 5, 3, -8
CCCN1CCN(C(=O)c2c(Cl)cnn2C)CC1 is listed with -3, 0.5, 1, -3, -4, 11, -10, -5, -9
Cc1ccc(OCC(=O)Nc2ccc3c(c2)nc2n3CCOC2)cc1 is listed with -4, 0.9, 2, 3, -2, 1, -3, -1, 3
Cc1cc(=O)[nH]c(SCn2nnc3ccccc3c2=O)n1 is listed with 11, 4.0, 1, -3, 10, 4, 6, -2, -9

Next section.
49	CSc1ccccc1NC(=O)CN(C)CC(=O)Nc1c(F)cccc1F
50	CCn1c(=S)sc2c(=O)n(CC(=O)Nc3ccc(Cl)cc3)c(C)nc21
51	Cn1c(=O)c2c(nc(N/N=C/c3ccc(OC(=O)c4ccco4)cc3)n2Cc2ccccc2Cl)n(C)c1=O
52	O=C(O)CCN1/C(=C/C=Nc2ccccc2)Oc2ccccc21
53	Cc1cn([C@H]2C[C@H](O)[C@@H](CNC(=O)[C@H]3CCC(=O)N3)O2)c(=O)[nH]c1=O
54	CCSc1nnc(NC(=O)C2CC=CCC2C(=O)O)s1 (stereo unspecified)
55	N/C(=N\OCc1ccc([N+](=O)[O-])cc1)c1ccncc1
56	N#C[C@]1(S(=O)(=O)c2ccccc2)C[C@@H]2ON=C(c3cccc(Br)c3)[C@@H]2C1

assay / compound,49,50,51,52,53,54,55,56
CHRM5 antagonist,6,5,-12,-4,-8,-4,9,22
CHO-K1 Ca ag,1.2,0.6,0.2,-0.1,-0.2,0.4,-0.6,11
M4 ag,1,2,0,0,1,0,1,16
M5 PAM,0,-2,4,-1,-3,3,-7,-16
M1 PAM parental,16,9,13,9,1,11,-10,-11
CHRM4 PAM,-1,-2,13,8,7,11,7,-5
CHRM4 antagonist,10,-9,-24,-14,-22,1,6,23
M5 ag,-1,-1,-1,0,0,-2,-2,9
CHO-K1 Ca antag,2,-14,-20,-6,0,5,30*,6

57	COc1ccc(-c2nnc(SCC(=O)NC(C)c3ccccc3)o2)cc1 (stereo unspecified)
58	COc1ccc(C(=O)/C=C/NCc2ccc(C)cc2)cc1
59	CSc1sc(C(=O)NCC2CC2)c(-c2cccs2)c1C#N
60	CCCOC(=O)C1C2C=C[C@]3(CN(CCc4ccccc4)C(=O)[C@H]13)O2 (stereo partly specified)
61	CCNC(=O)C1CCCN(C(=O)c2ccco2)CC1 (stereo unspecified)
62	Cc1ccc2nc3c(cc2c1)c(C)nn3-c1ccccc1

assay / compound,57,58,59,60,61,62
CHRM5 antagonist,3,0,-5,0,-4,1
CHO-K1 Ca ag,0.4,0.9,2.3,0.0,0.7,0.0
M4 ag,1,2,6,1,0,0
M5 PAM,-6,-1,5,4,0,-1
M1 PAM parental,5,19,9,11,18,10
CHRM4 PAM,4,-2,17*,17,4,31*
CHRM4 antagonist,-14,-8,-1,-6,-3,-44
M5 ag,2,-4,1,2,1,-4
CHO-K1 Ca antag,6,-4,3,-10,-4,-18
